# APP 5'UTR act = activators of APP 5'UTR luciferase reporter, primary screen, SH-SY5Y cells | SH-SY5Y APP 5'UTR luciferase reporter, luminescence; zero percent = DMSO vehicle wells | activation, % at 2 µM | 190,000 compounds, 1% hits;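 active = activation above a set limit, based on mean plus 3 SD of controls, cut at about 140% in these data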; note: values of inactives mirror those of a sister screen read the other way
# STAT1 act = STAT1 signaling activators, primary screen, cell-based, HTS, luciferase reporter. 200,000 compounds, 2.6% hits. NIH 3T3 STAT1-luciferase reporter, IFN-gamma, luminescence; 100% = IFN-gamma alone, no compound. activation (% of control), % at 5.5 µM;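 active = activation above the screen-wide mean activation plus 3 SD, cut at about 130% in these data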;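 note: raw ratio to IFN-gamma control signal so 100% means no change and 0% no light; values of inactives mirror those of a sister screen read the other way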
# APP transl inh = inhibitors of APP translation via 5'UTR reporter, primary screen, APP 5'UTR luciferase, SH-SY5Y cells | SH-SY5Y APP 5'UTR-luciferase reporter, luminescence | inhibition, % at 2 µM | 190,000 compounds, 0.82% hits | AID 1285, 2008;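 active = inhibition above a set limit, derived from the sample mean plus 3 SD, cut at about 45% in these data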; note: values of inactives mirror those of a sister screen read the other way
# Diaph inh CS = diaphorase inhibitors and chemical oxidizers, primary screen, counter-screen for diaphorase-coupled primary assays, biochemical, uHTS, resorufin fluorescence; diaphorase resazurin-to-resorufin fluorescence, NADH, 16 min; bacterial (C. kluyveri) enzyme, not human; inhibition, % at 20 µM; 190,000 compounds, 0.69% hits; AID 1217, 2008;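 active = primary screen inhibition at 20 µM above a set limit, cut at about 50% in these data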;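 note: plate controls were DMSO with full reaction for no effect and wells lacking NADH for full effect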
#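 controls = No-NADH positive control and DMSO neutral control | system = Clostridium kluyveri diaphorase enzyme | timing = reaction incubation of 16 min at room temperature | signal = resorufin fluorescence 544/590 nm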
# G6PDH counter = L. mesenteroides G6PDH inhibitors, counter-screen for G6PDH-coupled screening assays, biochemical, Leuconostoc mesenteroides enzyme | 200,000 compounds, 0.12% hits | Purified L. mesenteroides G6PDH, diaphorase/resazurin coupled fluorescence, 45 min | inhibition, % at 5 µM | AID 1020, 2008 | glucose-6-phosphate dehydrogenase [Leuconostoc mesenteroides]; in the data active = inhibition above about 50%
# NF-kB expr up = activators of NF-kB expression in neurons, primary screen, cell-based, HTS; human neuronal cells, NF-kB reporter expression; active compounds read high; fold change at 12.5 µM; 190,000 compounds, 1.6% hits; in the data active = fold change above about 3.3
# Diaphorase act = compounds boosting diaphorase resazurin reduction – biochemical, uHTS, resorufin fluorescence, counter-screen for diaphorase-coupled primary assays, primary screen. Diaphorase/resazurin coupled assay, 16 min; active compounds read high; 1 = vehicle wells, 0 = NADH-free wells. activation factor at 20 µM. 190,000 compounds, 0.005% hits;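 active = diaphorase activity raised at least twofold by the compound at 20 µM; inactive = activation factor below 2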
#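 Material: bacterial diaphorase enzyme (C. kluyveri); amount: enzyme 0.07 U/mL final; reagent: NADH substrate 0.114 mM plus resazurin dye 0.1 mM, final; doses: single compound dose of 20 µM, 1% DMSO final; timing: 16 min enzyme reaction, ambient temperature; measured by: fluorescence of resorufin, 544 nm excitation, 590 nm emission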
# FLuc stim CS = FLuc activators, initial screening, artefact control for FLuc-dependent activation tests, biochemical, ATPlite luminescence; Luciferin 4-monooxygenase (Photinus pyralis), P08659; ATPlite luciferase biochemical, 10 min; 0 = ATP-free wells, 1 = DMSO control; activation factor at 10 µM; 200,000 tested, under 10 active;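 active = luciferase activation factor, scaled between plate controls, of at least 2 with compound at 10 µM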
#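 Assay system: Luciferase/luciferin detection reagent, cell-free biochemical luciferase assay / Read-out: luciferase activation / Benchmarks: No-ATP low control, compound-free enzyme-plus-ATP high control / Medium: PBS buffer for ATP / Detection: luminescence measurement of luciferase light output / Schedule: 10 min at ambient temperature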
# FLuc inh counter = firefly luciferase enzyme inhibitors, primary screen, artefact control for luciferase-based inhibitor screens, biochemical, luminescence, ATPLite; 200,000 compounds, 1.5% hits; Luciferin 4-monooxygenase (Photinus pyralis), P08659; 10 min; inhibition, % at 10 µM; AID 1006, 2008;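 active = inhibition above about 50% when tested at 10 µM, limit read from the data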
# TLR4 MyD88 comp = inhibitors of TLR4-MyD88 association in cells, primary screen, cell-based, HeLa CL3-4, BLA complementation, FRET ratio; Toll-like receptor 4 (Homo sapiens) + Myeloid differentiation primary response protein …; HeLa CL3-4 TLR4/MyD88 BLA complementation; inhibition, % at 8.4 µM; 200,000 compounds, 0.18% hits; AID 861, 2007; in the data active = inhibition above about 25%;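 note: 0% = vehicle and 100% = reference inhibitor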
# Target sequence (O00206 whole entry, looked up): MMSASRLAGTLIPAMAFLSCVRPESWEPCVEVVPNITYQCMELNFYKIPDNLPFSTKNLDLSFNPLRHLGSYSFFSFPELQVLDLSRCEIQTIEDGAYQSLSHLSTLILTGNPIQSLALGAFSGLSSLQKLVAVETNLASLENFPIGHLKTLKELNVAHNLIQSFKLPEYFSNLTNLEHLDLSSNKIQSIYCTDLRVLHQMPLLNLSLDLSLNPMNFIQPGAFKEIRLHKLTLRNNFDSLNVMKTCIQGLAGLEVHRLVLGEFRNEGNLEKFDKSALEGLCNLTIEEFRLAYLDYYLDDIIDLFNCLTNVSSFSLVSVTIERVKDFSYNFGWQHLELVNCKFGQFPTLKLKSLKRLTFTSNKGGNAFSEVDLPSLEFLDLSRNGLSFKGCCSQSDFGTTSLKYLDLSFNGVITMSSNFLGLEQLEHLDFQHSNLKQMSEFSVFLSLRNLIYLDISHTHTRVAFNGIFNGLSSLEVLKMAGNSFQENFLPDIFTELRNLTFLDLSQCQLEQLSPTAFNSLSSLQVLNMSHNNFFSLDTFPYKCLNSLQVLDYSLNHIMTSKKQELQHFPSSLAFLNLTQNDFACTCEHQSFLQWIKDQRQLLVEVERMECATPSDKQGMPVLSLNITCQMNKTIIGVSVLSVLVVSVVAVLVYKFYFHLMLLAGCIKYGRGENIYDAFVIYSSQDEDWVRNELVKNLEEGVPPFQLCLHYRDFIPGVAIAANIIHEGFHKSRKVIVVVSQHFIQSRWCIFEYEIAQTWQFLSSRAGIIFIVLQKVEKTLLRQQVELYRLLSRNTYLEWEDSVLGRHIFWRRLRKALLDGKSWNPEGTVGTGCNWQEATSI
# Target sequence (Q99836 whole entry, looked up): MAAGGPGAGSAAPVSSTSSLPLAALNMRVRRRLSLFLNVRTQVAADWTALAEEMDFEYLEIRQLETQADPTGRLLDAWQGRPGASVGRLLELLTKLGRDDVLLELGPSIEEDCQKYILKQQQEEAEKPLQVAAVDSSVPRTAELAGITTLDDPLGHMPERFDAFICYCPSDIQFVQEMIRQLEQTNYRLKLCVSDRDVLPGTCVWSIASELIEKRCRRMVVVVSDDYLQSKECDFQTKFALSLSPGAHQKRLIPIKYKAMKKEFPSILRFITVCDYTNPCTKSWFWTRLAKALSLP
# * = called active by the depositor; / = no result given.
SMILES,APP 5'UTR act,STAT1 act,APP transl inh,Diaph inh CS,G6PDH counter,NF-kB expr up,Diaphorase act,FLuc stim CS,FLuc inh counter,TLR4 MyD88 comp
CCOC(=O)c1ncn2c1C(=O)OC2(C)C,17.2,109.4,-17.3,22.0,10.4,1.16,0.8,1,2.3,7.3
CCOC(=O)C1=C(C)N(C)C(=O)NC1c1c(C)nn(-c2ccccc2)c1C (stereo not drawn),-9.2,97.1,9.2,3.0,7.2,1.04,1,1,-3.0,7.2
COc1ccc(NC(=O)c2cc(CN3C(=O)c4ccccc4C3=O)ccc2OC)cn1,0.4,100.6,-0.4,21.9,9.0,1,0.8,1,1.3,1.6
COc1cc(OC)cc(C(=O)N[C@H](C(=O)NCCc2c[nH]c3ccccc23)C(C)C)c1,21.7,100.4,-21.7,3.6,1.1,0.66,1,1.1,-9.8,-10.4
O=c1cc(CS(=O)(=O)c2ccccc2)nc(-c2ccncc2)[nH]1,-17.2,93.7,17.2,2.3,-4.5,1.15,1,1.1,-6.5,-5.3
COc1ccc(CCN2C(=O)CS/C2=N\NC(=O)c2cccs2)cc1OC,-5.5,89.4,5.5,15.7,12.9,1.11,0.8,1,-0.8,8.7
O=C(NC1CCCC1)C(c1ccsc1)N(C(=O)Cc1cccs1)c1ccc(F)cc1 (stereo not drawn),-4.6,104.4,4.6,5.9,7.0,0.97,0.9,1.1,-6.3,-2.5
COC(=O)c1cc2c([nH]c3ccccc32)c(C)n1,10.5,107.9,-10.5,19.8,11.0,1.33,0.8,1,-4.8,-13.2
CCOC(=O)c1sc(=S)n(C)c1NC(=O)c1ccccc1Cl,-13.5,96.2,13.5,10.9,-3.2,1.7,0.9,1.1,-6.6,-12.2
CCN(CC)Cc1c(C(=O)OC(C)C)nnn1-c1nonc1N,18.8,99.3,-18.8,18.1,0.3,1.15,0.8,1.1,-6.2,-1.8
CC(=O)NC(CCS(C)(=O)=O)C(=O)Nc1ccccc1 (stereo not drawn),6.7,95.4,-6.7,3.0,-4.5,1.07,1,1.1,-6.1,-1.9
O=C(CCSc1nnc2ccccn12)Nc1ccc(F)cc1,13.4,105.3,-13.4,17.8,-0.6,1.25,0.8,1.1,-8.5,-7.3
C/C(=N\O)c1c(C)c2ccccc2n1C,12.7,95.8,-12.7,7.9,6.0,1.1,0.9,1.1,-6.2,4.6
CC(C)(C)C(=O)N(CCN(C(=O)C(C)(C)C)c1ccccc1)c1ccccc1,3.4,95.0,-3.4,6.7,6.1,0.95,0.9,1.1,-6.0,-7.6
Cc1[nH]c2ccccc2c1C(Nc1nccs1)c1ccncc1 (stereo not drawn),-6.3,100.8,6.3,8.6,-4.9,1.13,0.9,1.1,-5.8,0.8
COc1ccc2oc(-c3cccc(NC(=O)CSc4ccc(Cl)cc4)c3)nc2c1,48.5,162.6*,-48.5,6.5,-39.4,5.09*,0.9,1,3.0,8.3
CN(C)CCNC(=O)c1cccc(S(=O)(=O)Nc2ccc(F)cc2)c1,17.4,107.7,-17.4,-6.9,9.7,1.38,1.1,1,-0.5,-5.2
CN(C)C(CN1C(=O)C2CC=CCC2C1=O)c1cn(C)c2ccccc12 (stereo not drawn),-6.1,89.6,6.1,23.4,10.6,0.91,0.8,1.1,-5.7,-1.4
CC(C)CCNC(=O)C(c1ccncc1)N(CC1CCCO1)C(=O)Cn1nnc(-c2ccc(F)cc2)n1 (stereo not drawn),7.3,88.1,-7.3,19.7,9.6,1.16,0.8,1,-2.3,0.5
Cc1cc(-n2nc(C)cc2C)nc(NS(=O)(=O)c2ccccc2)n1,23.7,100.9,-23.7,18.3,11.6,0.93,0.8,1.1,-6.3,-1.8
CCOC(=O)c1nnn(-c2nonc2N)c1-c1ccc(OC)cc1,-11.9,94.9,11.9,16.3,-12.7,1.63,0.8,1.1,-8.2,12.5
COC(=O)C1=C(C)N(C)C(=O)NC1c1ccc(O)c(Cl)c1 (stereo not drawn),0.2,103.5,-0.2,11.6,6.4,0.91,0.9,1,-2.4,6.6
Cc1cccc(NC(=O)CSc2nc(C)nc3c2c(=O)n(C)c(=O)n3C)c1,/,104.1,/,16.3,0.3,1.03,0.8,1,-1.1,4.5
COc1cc(NC(=O)CSc2nnc(C)s2)cc(OC)c1,-7.7,96.5,7.7,23.8,-3.4,1.22,0.8,1,-4.5,-2.4
CC(C)(C)NC(=O)CSc1nnc(-c2ccco2)n1Cc1ccco1,-17.3,94.2,17.3,13.2,-1.6,1.16,0.9,1.1,-7.4,9.7
COc1ccccc1NC(=O)CCC(=O)Nc1nnc(C(F)(F)F)s1,2.7,95.5,-2.7,10.5,5.7,1.59,0.9,1.1,-9.7,4.3
Cc1c(NC(=O)COC(=O)c2cc(-c3ccc(-c4ccccc4)cc3)nc3ccccc23)c(=O)n(-c2ccccc2)n1C,99.6,146.5*,-99.6,-0.2,5.9,4.11*,1,0.2,84.7*,-9.5
COc1cccc(C(=O)OCC(=O)NC(=O)NC2CCCC2)c1O,5.5,100.4,-5.5,0.0,5.7,1.02,1,1.1,-10.2,-20.4
CCOC(=O)CNC(=O)c1sc(NC(=O)c2ccccc2)nc1C,4.7,102.1,-4.7,14.0,-1.2,1.39,0.9,1,-1.4,6.7
CC1=CCC2C(=O)N(c3cc(C)on3)C(=O)C2C1 (stereo not drawn),-4.9,105.2,4.9,7.2,4.0,1.21,0.9,1.1,-6.2,-3.4
CC(=O)c1ccc(NCCC(=O)c2ccccc2)cc1,19.5,124.3,-19.5,4.7,10.6,1.33,1,1,-3.5,0.9
COc1ccc(CC(=O)Nc2ccc(S(=O)(=O)NCC3CCCO3)cc2)cc1 (stereo not drawn),3.6,94.2,-3.6,11.3,-1.1,1.21,0.9,1,-3.4,4.4
Cc1ccc(CSc2nnc(-c3ccco3)n2N)cc1,16.0,108.1,-16.0,7.7,16.6,1.18,0.9,1,-3.0,8.0
O=C(N/N=C/c1cn(-c2cccs2)nc1-c1ccccc1)c1ccc(O)cc1,19.3,111.7,-19.3,17.5,-3.4,0.74,0.8,0.6,41.2,-5.1
CCn1c(=O)n(CCc2ccccc2)c(=O)c2c3c(sc21)CCCC3,4.8,107.8,-4.8,11.0,-7.7,1.14,0.9,1.1,-6.1,-1.3
CCOc1ccc(C(=O)NCC2CCCO2)cc1OCC (stereo not drawn),0.7,99.5,-0.7,0.8,18.5,1.04,1,0.9,5.3,-8.1
CCOC(=O)c1c(C)oc2ccc(NS(=O)(=O)c3cccs3)cc12,-8.1,102.3,8.1,16.2,0.6,0.74,0.8,1,-1.7,2.0
Cc1ccc(NC(=O)CN(C)C(=O)COc2cc(F)ccc2[N+](=O)[O-])cc1,14.5,103.9,-14.5,4.8,5.7,/,1,1,-4.2,-18.2
CN1CCN(c2ccc(NC(=O)c3ccc4c(c3)OCCO4)cc2)CC1,141.3*,132.3*,-141.3,-0.1,6.9,1.65,1,0.5,47.0,4.9
CCC(=O)Nc1ccc2c(c1)C(=O)N(C1CCCCC1)C2=O,13.4,115.0,-13.4,6.4,-3.7,1.52,0.9,1,3.1,-10.9
O=C1CSC(c2cn(-c3ccccc3)nc2-c2cc3ccccc3oc2=O)N1Cc1cccnc1 (stereo not drawn),8.5,98.1,-8.5,3.4,3.1,0.57,1,1,-3.2,-1.2
COc1ccc(N=C2NC(=O)/C(=C\C=C\c3ccco3)S2)cc1,11.3,104.4,-11.3,28.8,6.7,1.12,0.7,1,1.6,-9.3
O=C(O)c1ccc(Cn2c(SCc3cc(=O)n4cc(Br)ccc4n3)nc3ccsc3c2=O)cc1,-28.7,103.6,28.7,15.4,1.2,1.25,0.8,0.9,5.4,6.6
Cc1cc(NS(=O)(=O)c2ccc(NC(=O)NC3CCCCC3)cc2)no1,11.7,95.0,-11.7,7.3,-3.7,0.88,0.9,1.1,-5.8,19.9
CCn1nnc(NC(=O)c2c(OC)cccc2OC)n1,19.9,102.6,-19.9,7.4,4.2,1.24,0.9,1,-3.8,-7.4
Fc1cccc(Nc2ncnc3sc4c(c23)CCC4)c1,5.3,101.6,-5.3,14.1,7.8,1.16,0.9,1.1,-6.0,-0.1
Cc1nc(NS(=O)(=O)c2ccccc2)sc1C(=O)NN,-5.0,94.4,5.0,/,13.8,1.11,/,1.1,-6.2,4.1
O=C(Nc1ccccc1F)c1ccccc1-c1ccc(C(F)(F)F)cc1,19.6,94.6,-19.6,24.8,6.8,1,0.8,1.1,-7.8,-9.2
CCCCCc1ccc(-c2ccc(/C=C/C(N)=O)cc2)nc1,11.0,105.0,-11.0,9.4,-8.8,1.27,0.9,0.9,14.7,-15.2
CC(=O)CC(=O)Nc1ccc(Cl)cn1,22.9,102.1,-22.9,-14.0,10.3,1.12,1.1,1,-3.7,5.7

# Four entries drawn at random from those above, as already listed:
SMILES,APP 5'UTR act,STAT1 act,APP transl inh,Diaph inh CS,G6PDH counter,NF-kB expr up,Diaphorase act,FLuc stim CS,FLuc inh counter,TLR4 MyD88 comp
Cc1nc(NS(=O)(=O)c2ccccc2)sc1C(=O)NN,-5.0,94.4,5.0,/,13.8,1.11,/,1.1,-6.2,4.1
Fc1cccc(Nc2ncnc3sc4c(c23)CCC4)c1,5.3,101.6,-5.3,14.1,7.8,1.16,0.9,1.1,-6.0,-0.1
O=C(Nc1ccccc1F)c1ccccc1-c1ccc(C(F)(F)F)cc1,19.6,94.6,-19.6,24.8,6.8,1,0.8,1.1,-7.8,-9.2
O=C(O)c1ccc(Cn2c(SCc3cc(=O)n4cc(Br)ccc4n3)nc3ccsc3c2=O)cc1,-28.7,103.6,28.7,15.4,1.2,1.25,0.8,0.9,5.4,6.6

# Part of the list above in order of molar mass, high to low:
SMILES,APP 5'UTR act,STAT1 act,APP transl inh,Diaph inh CS,G6PDH counter,NF-kB expr up,Diaphorase act,FLuc stim CS,FLuc inh counter,TLR4 MyD88 comp
O=C(NC1CCCC1)C(c1ccsc1)N(C(=O)Cc1cccs1)c1ccc(F)cc1 (stereo not drawn),-4.6,104.4,4.6,5.9,7.0,0.97,0.9,1.1,-6.3,-2.5
COC(=O)c1cc2c([nH]c3ccccc32)c(C)n1,10.5,107.9,-10.5,19.8,11.0,1.33,0.8,1,-4.8,-13.2
C/C(=N\O)c1c(C)c2ccccc2n1C,12.7,95.8,-12.7,7.9,6.0,1.1,0.9,1.1,-6.2,4.6

# High-throughput results as filed in PubChem.
